Screens: PubChem, several laboratories
H9c2 protect: modulators protecting cardiomyocytes from myocardial damage | H9c2 cardiomyocytes, H2O2 injury protection, ATPLite, 2 h | 360,000 compounds, 0.63% hits | protection from H2O2 cell death, % at 20 µM;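 active means compounds giving at least 50% protection of heart cells from peroxide-induced death in the single-dose screen, raw or plate-pattern-corrected value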;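 further: 0% = DMSO wells with peroxide and 100% = DMSO wells without peroxide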
MC4R antag cAMP: antagonists of human melanocortin 4 receptor (MC4R) | P32245 | MC4R-expressing cells, MTII-stimulated cAMP, LANCE TR-FRET | inhibition, % at 6.5 µM | 360,000 compounds, 0.48% hits;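 active means inhibition above its plate's cutoff, the mean of tested wells on that plate plus 3 SD, cut at about 29% in these data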;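 further: 0% = Melanotan II alone and 100% = Melanotan II plus saturating MCL0020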
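System: U2OS-MC4R stable cell line; Technique: Eu-cAMP/anti-cAMP TR-FRET, emission 671 nm; Repeats: single well per compound; Also added: Melanotan II; Dosing: one concentration, 6.5 µM nominal; Schedule: 30-min compound, 1-h challenge, 1-h detection, room temperature.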
MC4R ag barr: agonists of human melanocortin 4 receptor (MC4R) beta-arrestin | activation, % at 8.9 µM | 360,000 compounds, 0.98% hits | U2OS MC4R beta-arrestin complementation, luminescence; percent of melanotan II response, DMSO zero | P32245;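 active means activation above a per-plate cutoff, the mean activation of sample wells on that plate plus 3 SD, cut at about 8% in these data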
HTR2A ag: activates the mouse 5-HT2A serotonin receptor | P35363 | CHO-K1 mHTR2A beta-arrestin complementation, luminescence; percent of 30 µM serotonin response | activation, % at 7.6 µM | 360,000 compounds, 0.66% hits;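 active means activation above a run cutoff, the mean activation of all tested compounds plus 3 SD, cut at about 14% in these data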;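 further: 0% = plate median of compound wells and 100% = 30 µM serotonin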
ABCB6 inh 2: inhibitors of human ABC transporter ABCB6; Q9NP58; K562-ABCB6 porphyrin accumulation, flow cytometry, 1 h; stronger effect = lower value; fluorescence ratio to DMSO, % at 10 µM; 360,000 compounds, 0.19% hits; AID 602162;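 active means fluorescence ratio to DMSO below 75%, the collection mean minus 3 SD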;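 further: signal is porphyrin accumulated inside mitochondria; 100% equals median channel fluorescence of DMSO control wells; lower ratio means ABCB6 inhibition with less porphyrin fluorescence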
NOD2 RIPK2 PPI: NOD2-RIPK2 protein interaction inhibition | 360,000 compounds, 0.38% hits | O43353 | CHO BLA complementation NOD2-RIPK2, CCF4 ratio | inhibition, % at 4.98 µM; in the data active means inhibition above about 21%;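 further: 0% = vehicle only and 100% = reference blocker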
ABHD5 PLIN5 PPI: ABHD5-PLIN5 protein interaction inhibition | 360,000 compounds, 0.78% hits | Split G. princeps luciferase complementation, luminescence, 4 h | Q00G26+Q8WTS1 | AID 602281 | inhibition, % at 4 µM;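 active means inhibition above the mean inhibition across every tested compound plus 3 SD, cut at about 22% in these data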;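 further: 0% = DMSO only wells and the 100% control is not disclosed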
TLR9-MyD88 inh: blocks human TLR9 binding to MyD88; Q9NR96+Q99836; CHO BLA complementation TLR9-MyD88, CCF4 FRET ratio; inhibition, % at 4.98 µM; 340,000 compounds, 0.21% hits; AID 504734;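 active means inhibition above the mean over all tested compounds plus 3 SD, cut at about 21% in these data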;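 further: 0% = DMSO only wells and 100% = clavulanate BLA inhibitor control wells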
Glyco luc inh: blocks N-linked glycosylation in D54 reporter cells; D54 ERlucT glycosylation luciferase reporter, 24 h; percent of 100 nM tunicamycin response; reporter increase, % at 12.5 µM; 360,000 compounds, 0.23% hits; AID 588692;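 active means mean luciferase reporter signal, scaled so untreated is 0 and the glycosylation-blocking control 100, at or above a set limit in every replicate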;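 further: luciferase carries N-glycosylation sites so blocking glycosylation raises the light; 0% = median of neutral control wells and 100% = median of 100 nM tunicamycin wells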
NCOA2 inhibitor: inhibits human steroid receptor coactivator 2. HEK293 GAL4-SRC2 luciferase reporter, luminescence. 370,000 compounds, 0.17% hits. inhibition, % at 9 µM;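 active means inhibition above the mean inhibition of all tested compounds plus 3 SD, set per campaign, cut at about 52% in these data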;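 further: 0% = DMSO treated cells and 100% = cells given Gossypol at 36 µM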
Target sequence (Q15596 whole entry, looked up, the tested form may be a part): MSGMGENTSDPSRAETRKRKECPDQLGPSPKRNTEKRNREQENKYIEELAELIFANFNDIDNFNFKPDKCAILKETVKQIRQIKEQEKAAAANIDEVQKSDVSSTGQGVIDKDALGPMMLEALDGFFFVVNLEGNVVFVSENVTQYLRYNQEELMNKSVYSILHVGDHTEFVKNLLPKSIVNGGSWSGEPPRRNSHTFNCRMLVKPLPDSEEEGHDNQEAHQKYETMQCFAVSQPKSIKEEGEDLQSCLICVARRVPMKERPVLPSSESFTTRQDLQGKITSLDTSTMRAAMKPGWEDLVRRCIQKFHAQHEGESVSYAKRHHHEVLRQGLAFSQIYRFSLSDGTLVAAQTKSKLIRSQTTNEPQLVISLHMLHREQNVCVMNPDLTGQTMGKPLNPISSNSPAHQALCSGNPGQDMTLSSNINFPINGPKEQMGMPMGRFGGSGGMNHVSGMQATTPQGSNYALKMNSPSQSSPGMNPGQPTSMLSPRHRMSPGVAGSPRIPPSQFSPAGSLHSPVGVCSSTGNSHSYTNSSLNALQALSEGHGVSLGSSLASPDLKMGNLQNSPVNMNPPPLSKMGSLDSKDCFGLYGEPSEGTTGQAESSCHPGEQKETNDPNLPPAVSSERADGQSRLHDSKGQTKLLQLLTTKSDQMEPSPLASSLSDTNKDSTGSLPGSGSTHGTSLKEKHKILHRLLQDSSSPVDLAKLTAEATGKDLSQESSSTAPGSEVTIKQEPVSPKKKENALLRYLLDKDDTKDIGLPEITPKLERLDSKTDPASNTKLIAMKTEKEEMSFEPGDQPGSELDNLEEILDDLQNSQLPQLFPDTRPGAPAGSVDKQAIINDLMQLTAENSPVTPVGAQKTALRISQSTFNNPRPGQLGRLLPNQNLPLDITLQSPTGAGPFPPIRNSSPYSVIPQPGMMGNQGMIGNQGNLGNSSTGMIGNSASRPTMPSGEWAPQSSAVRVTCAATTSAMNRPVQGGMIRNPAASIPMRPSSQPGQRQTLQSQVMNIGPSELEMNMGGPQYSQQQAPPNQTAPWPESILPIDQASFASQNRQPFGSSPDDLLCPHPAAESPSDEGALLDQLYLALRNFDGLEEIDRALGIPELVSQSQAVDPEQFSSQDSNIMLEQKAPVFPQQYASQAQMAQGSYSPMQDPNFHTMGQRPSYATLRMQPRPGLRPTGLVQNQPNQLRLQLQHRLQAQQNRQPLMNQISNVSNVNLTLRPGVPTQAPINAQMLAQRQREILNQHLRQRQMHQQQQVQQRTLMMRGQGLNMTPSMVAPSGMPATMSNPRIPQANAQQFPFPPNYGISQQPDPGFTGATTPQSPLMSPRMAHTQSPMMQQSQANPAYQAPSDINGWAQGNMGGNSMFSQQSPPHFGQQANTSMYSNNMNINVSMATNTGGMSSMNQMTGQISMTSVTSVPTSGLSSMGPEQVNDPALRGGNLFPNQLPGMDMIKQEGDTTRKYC
* = called active by the depositor; . = no result given.

Compound	H9c2 protect	MC4R antag cAMP	MC4R ag barr	HTR2A ag	ABCB6 inh 2	NOD2 RIPK2 PPI	ABHD5 PLIN5 PPI	TLR9-MyD88 inh	Glyco luc inh	NCOA2 inhibitor
O=C(CCCCCn1c(=O)[nH]c2ccccc2c1=O)N1CCN(Cc2ccc3c(c2)OCO3)CC1	5	3	-0.2	1	91	3	1	-6	-3	13
CCCCc1cc(=O)oc2c(C)c(OCC(=O)NCC3CCC(C(=O)O)CC3)ccc12 (configuration not stated)	1	8	-1.5	-5	94	2	1	6	1	16
Cc1cc(C2=NNC(=NC3CC3)SC2)c(C)n1-c1c(C)n(C)n(-c2ccccc2)c1=O	4	2	0.6	0	99	-4	-4	-4	-6	0
Cc1cc(C)cc(SCc2noc(C(=O)NCCC(C)C)c2C(=O)NCCC(C)C)c1	-6	8	-1.1	4	102	-3	-2	8	-7	-14
CCC(C)NC(=O)CCC(=O)Nc1ccc2nc(N3CCOCC3)cc(C)c2c1 (configuration not stated)	4	3	-1.0	5	104	1	0	6	1	-11
O=C1[C@@H](Oc2ccccc2)[C@@H](c2ccncc2)N1c1ccccc1	0	2	-1.9	5	104	-1	2	-7	6	-1
CN(C)c1nc(Oc2ccc(=O)n(-c3ccccc3)n2)nc(N2CCOCC2)n1	2	12	1.4	0	101	-3	-4	1	4	-28
CCN(C[C@H]1N[C@@](CC)(C(=O)OC)[C@H]2C(=O)N(C)C(=O)[C@@H]12)C(=O)COC	1	5	-1.2	3	99	6	0	-1	1	-6
CCc1ccccc1NC(=O)C1CCN(C(=O)c2cccs2)CC1	2	-1	-1.3	-6	100	10	1	-1	1	-8
Cc1ccc(CCNC(=O)c2cc(C)nn2-c2ccccc2)cc1	-2	18	1.7	-2	102	7	-4	-17	0	-4
O=C(c1c(F)c(F)c(F)c(F)c1F)N1CCc2ccccc21	-9	33*	-0.8	3	98	-1	3	-4	-1	-10
O=S(=O)(NCc1ccccc1)[C@@H]1CC2C=CC1C2 (some centres not stated)	7	6	-2.0	-2	97	-4	0	-5	1	4
N#C/C(=C/c1ccc(O)c(O)c1)c1nc2ccccc2[nH]1	39	-15	-1.8	-4	133	-1	5	10	2	-55
O=[N+]([O-])c1ccc(N2CCN(S(=O)(=O)c3ccc4ccccc4c3)CC2)cc1NCC1CCCO1 (configuration not stated)	2	1	-1.7	-2	95	0	-3	5	-1	15
Cc1cc(C)c2c3c(sc2n1)C(=O)N(c1ccccc1)CC(=O)N3	0	0	-1.9	2	96	-2	3	0	1	4
CC1CCC(NC(=O)C2(C)CCC(=O)N2Cc2cccnc2)CC1 (configuration not stated)	20	12	-0.8	-2	94	-8	2	3	1	-6
CCNC(=S)N1CCC(c2nc3cc(C)c(C)cc3[nH]2)CC1	-2	12	-0.1	-3	91	1	-2	8	3	-33
CCOc1ccc2nc(N3CCCC(C(=O)NCC4CCCO4)C3)sc2c1 (configuration not stated)	1	8	0.4	6	93	-13	3	11	0	-35
Cc1ccc(S(=O)(=O)N2CCCCC2)cc1C(=O)Nc1ccc(S(=O)(=O)Nc2ncccn2)cc1	1	2	0.1	4	106	-4	0	-6	2	8
CC(C)=CCC/C(C)=C/C=N/NC(=O)c1cccc([N+](=O)[O-])c1	1	6	-0.3	3	96	1	-2	-3	1	-3
O=C(CCC(=O)Nc1ccccc1)NNC(=O)c1ccco1	11	9	1.3	-3	98	6	2	-5	0	11
NS(=O)(=O)c1ccc(CCNC(=O)c2ccccc2Cc2ccccc2)cc1	-6	2	-2.3	-4	95	5	4	0	0	-20
COc1cc(C)ccc1OCCON1C(=O)CCC1=O	0	5	-3.4	-2	97	-1	3	2	-2	18
O=C(COC(=O)c1ccc2ncsc2c1)NC(=O)NCc1ccccc1	8	1	-1.0	-2	102	-6	1	13	-1	-22
CCOC(=O)c1cnn(-c2ccccc2)c1-n1cccc1C(=O)C(=O)N(C)C	-1	0	-2.8	6	99	-3	5	1	2	4
COc1cc(C(CC(=O)Nc2ncccc2C)N2Cc3ccccc3C2=O)cc(OC)c1OC (configuration not stated)	8	13	-0.8	2	97	4	5	-6	0	-11
COC(=O)c1cc(Br)ccc1NC(=O)CSCc1c(C)noc1C	-6	14	2.5	2	95	-4	13	-11	-3	6
CCCCCCCCCCCCC(NC(C)=O)(C(=O)OCC)C(=O)OCC	-3	4	-1.4	1	99	-4	1	4	4	-6
COc1ccc(CN2C(=O)c3cccc4cccc2c34)cc1F	14	-1	1.0	2	101	8	-3	2	1	-15
COC(=O)c1ccccc1NC(=S)NC(NC(=O)COc1ccccc1)C(Cl)(Cl)Cl (configuration not stated)	-6	2	-1.9	-1	92	-5	-12	3	0	-2
CC(C)CC1C(=O)N(Cc2cn(CCC3OCCO3)nn2)CCS(=O)(=O)N1Cc1ccc(-c2ccncc2)cc1 (configuration not stated)	30	11	-0.4	6	99	-8	-3	-1	12	10
Nc1[nH]c(C(=O)c2ccccc2)c(-c2ccc(Br)cc2)c1C(=O)NC1CCCCC1	.	.	.	-1	130	-11	-12	.	.	-36
Cn1c(C(=O)N2CCCC(C(=O)NCc3cccs3)C2)cc2sccc21 (configuration not stated)	3	18	-1.6	2	105	7	6	-12	2	18
CCc1cc(C(=O)NCCN(C)C)cs1	1	-4	0.2	4	98	-2	3	-5	1	-3
COc1ccc(CNC(=O)Cn2cc([N+](=O)[O-])nc2C)cc1	-2	-1	0.0	0	100	-3	1	6	0	-25
COC(=O)c1cnc(Oc2ccc(NC(=O)NC(=O)c3c(OC)cccc3OC)cc2)cc1C(F)(F)F	-5	-12	-0.1	-1	100	0	2	1	11	11
O=C(N/N=C/c1ccccc1Cl)c1ccncc1	7	2	-0.8	-1	98	3	-2	-17	2	-6
CCc1ccc2c(c1)cc(CN(C(=S)Nc1ccccc1Cl)C1CC1)c1nnnn12	-3	2	13*	-1	102	-3	-3	-7	-3	0
COC(=O)c1ccccc1NC(=O)CNC(=O)c1ccc(OC)c(OC)c1	10	31*	0.8	-3	99	-2	-2	-13	-1	18
CCc1ccc(NC2CC(=O)N(c3ccc(OC)cc3OC)C2=O)cc1 (configuration not stated)	-9	-5	0.7	0	97	8	-1	-1	0	-7
CCN(CC)CCn1c(SCC(=O)Nc2cccc(OC)c2)nc2c(sc3ccccc32)c1=O	1	2	2.0	-1	95	1	5	-3	-8	-28
O=C(O)/C(=C\c1ccc(Cl)cc1)c1ccc(F)cc1	2	13	-2.0	1	99	-5	-2	-6	1	-18
COc1cc(C=O)ccc1OCC(=O)N1CCCC1	-8	1	1.9	6	104	6	-1	7	1	12
CCOC(=O)N1CCN(CCC(=O)Nc2ccc(C)cc2)CC1	-1	-2	-2.2	3	94	4	-1	8	-1	-3
CCCS(=O)(=O)NC(=O)C1(C)CCN(C(=O)Cc2ccc(OC)c(OC)c2)C1 (configuration not stated)	0	5	1.1	11	98	-27	5	.	0	9
OCCN(CCO)Cc1csc2ccccc12	-8	3	-2.0	-3	98	1	6	-8	2	-44
Cc1ccc(-c2nnn(CC(=O)NCCc3ccc4c(c3)OCO4)n2)cc1	0	1	0.2	0	98	0	-3	5	-1	-21
O=C(NC(=O)N1CCCc2ccccc21)c1ccccc1	10	-3	-2.3	2	96	-4	4	6	-3	-31
CC(C)(C)OC(=O)N1CCC2(CC1)Oc1ccc(Cl)cc1C(=O)C21CC(c2ccc(Cl)cc2)=NO1 (configuration not stated)	-1	0	0.2	-3	104	-1	9	2	-5	-16
Cc1nn(Cc2c(F)c(F)c(F)c(F)c2F)c(C)c1NC(=O)c1ccc(COc2ccc(F)cc2)o1	-12	10	0.3	3	105	3	1	-4	-4	26
CC(C)OC(=O)CN1C(=O)C(=O)c2ccccc21	-12	5	-0.8	-5	99	-6	-9	3	10	-3
CNC(=O)/C=C1\NC(C)(C)Cc2c1ccc1ccccc21	-18	-4	2.9	0	116	-9	-8	-1	0	4
COCCn1c(C)cc(C(=O)COC(=O)c2n[nH]c3ccccc23)c1C	-41	11	-0.4	-2	96	-3	5	4	-18	-10
O=C1NC[C@H](Cc2ccccc2)N(CC2CCN(CCCCc3ccccc3)CC2)C1=O	8	-1	0.8	-4	91	1	-1	6	4	-10
O=C(c1ccccc1F)N1CCN(Cc2nc3sc4c(c3c(=O)[nH]2)CCCC4)CC1	9	5	-1.7	16*	98	3	-8	-6	-1	-19
CC(C)C(NC(=O)C1CCCCC1)C(=O)NC1CCCC(C)C1C (configuration not stated)	0	-2	1.4	1	94	-1	-1	-1	3	.
CCCCCCn1cc(CN2CC(N3CCCC3)CS2(=O)=O)nn1 (configuration not stated)	.	.	.	20*	92	-8	0	.	.	-5
COc1ccc(NC(=O)CN(C)C(=O)CSc2ccc3c(c2)OCCO3)cc1	-3	-3	-3.3	3	105	8	-7	-3	0	0
Cc1ccc(S(=O)(=O)N2CCC(=O)N([C@H](COCc3ccc(Cl)cc3)C(C)C)CC2)cc1	.	.	.	-7	100	1	-3	.	.	-34
Nc1[nH]c(C(=O)c2ccccc2)c(-c2ccc(Br)cc2)c1C(=O)c1cccs1	.	.	.	12	96	-2	-19	.	.	-17

The results go on.
Compound	H9c2 protect	MC4R antag cAMP	MC4R ag barr	HTR2A ag	ABCB6 inh 2	NOD2 RIPK2 PPI	ABHD5 PLIN5 PPI	TLR9-MyD88 inh	Glyco luc inh	NCOA2 inhibitor
OCC[C@@H]1C[C@H](O)[C@@H](O)[C@]2(Cc3ccccc3O2)O1	2	2	-0.4	2	105	-5	-7	-1	2	.
COc1ccc(NC2=CC(c3ccc(OC)c(OC)c3)N(c3ccc(OC)cc3)C2=O)cc1 (configuration not stated)	-6	-3	0.6	2	100	-5	-11	-1	-1	1
C=CCNC(=O)c1c(CS(=O)(=O)c2ccccc2)noc1C(=O)NCc1ccccc1	2	4	0.9	-2	102	-2	3	9	-2	-14
CC(=O)c1ccc(N2CCN(C(=O)c3ccc(Cl)c(S(=O)(=O)NC4CC4)c3)CC2)c(F)c1	2	6	-1.2	-10	93	-16	-12	-7	-1	-7
N#CCCN1CCN(C(=S)c2ccc(-c3ccc(Cl)cc3)o2)CC1	0	10	-2.3	-4	107	-2	-15	0	0	.
O=C(Cn1cncc1-c1ccc([N+](=O)[O-])cc1)Nc1cccc2ccccc12	-9	6	-2.4	-4	85	-3	-3	4	9	-5
COc1ccc(NC(=O)COC(=O)C2=COCCO2)cc1OC	-3	19	-2.1	4	96	9	-2	0	3	-2
C/C(CC(=O)Nc1ccc(Cl)c(C(F)(F)F)c1)=N\NC(N)=S	-14	10	-0.7	-5	106	5	-3	-4	1	16
C[C@@H]1CN([C@@H](C)CO)C(=O)CCCn2cc(nn2)CO[C@H]1CN(C)S(=O)(=O)c1cccs1	10	2	0.0	1	98	7	7	4	1	8

Some of the compounds tested (hit frequency here may not be typical).
